# TRHR agonist = agonists of human TRH receptor; TRHR cells, calcium flux fluo-8, FDSS agonist mode; P34981; activation, % at 2 µM; 360,000 tested, 0.18% active; AID 493084; also: 0% is about no effect
#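 TRHR-expressing cells loaded with fluo-8 calcium dye; 23 nL library compound pin-transferred, kinetic FDSS fluorescence (Ex 480/Em 530) recorded about 180 s for agonist-induced calcium release, before a 10 nM TRH EC20 addition for potentiator mode.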
# TRHR PAM = allosterically enhances the human TRH receptor; enhancement, % at 2 µM; 360,000 tested, 0.66% active; TRHR cells, fluo-8 calcium fluorescence, EC20 TRH enhancement; in the data active = enhancement above about 30%; also: 0% is about no effect
#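 TRHR-expressing cells loaded with fluo-8 calcium dye were read kinetically (ex 480/em 530) during compound addition, then stimulated with an EC20 of TRH (10 nM final). Enhancement of the Gq-mediated intracellular calcium response was scored.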
# D1 antagonist = blocks dopamine activation of the human D1 receptor. HEK293 TREx D1 cells, calcium flux, dopamine EC80; hits give low values. 360,000 tested, 3.2% active. P21728. activity change, negative = inhibition, % at 10 µM; in the data active = activity change below about -30%; also: % is scaled to controls: 0 for no effect and ±100 for the full control effect
#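 Cells carrying a force-coupled, tetracycline-inducible human D1 receptor report calcium flux. Each well gets a 10 s baseline, compound with 180 s monitoring, then an EC80 dopamine stimulus with a second 180 s kinetic read.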
# D2 antag = antagonizes the human D2 dopamine receptor; P14416; HEK293 TREx D2 cells, calcium flux, dopamine EC80; inhibition, % at 10 µM; 340,000 tested, 2% active; AID 485344; in the data active = inhibition above about 30%; also: 0% is about no effect
# Target sequence (P14416 whole entry, looked up): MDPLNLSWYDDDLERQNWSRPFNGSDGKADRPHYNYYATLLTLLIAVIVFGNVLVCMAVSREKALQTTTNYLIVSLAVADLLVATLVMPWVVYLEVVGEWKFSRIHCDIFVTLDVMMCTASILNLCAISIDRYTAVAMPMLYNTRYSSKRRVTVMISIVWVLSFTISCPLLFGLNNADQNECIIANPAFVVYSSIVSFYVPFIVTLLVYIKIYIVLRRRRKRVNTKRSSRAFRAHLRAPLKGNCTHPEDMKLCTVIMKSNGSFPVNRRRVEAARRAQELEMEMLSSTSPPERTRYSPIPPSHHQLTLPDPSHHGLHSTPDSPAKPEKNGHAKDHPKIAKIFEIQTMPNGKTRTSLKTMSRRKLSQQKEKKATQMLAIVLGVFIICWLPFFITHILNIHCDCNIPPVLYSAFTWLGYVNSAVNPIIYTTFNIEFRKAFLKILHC
#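 Inhibition of EC80 dopamine-driven calcium flux, recorded kinetically, defines activity here; cells are a tetracycline-induced HEK293 T-REx line expressing force-coupled D2.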
# D1 PAM = human D1 dopamine receptor positive modulation; AID 504651; potentiation, % at 10 µM; P21728; HEK293 TREx D1 cells, calcium flux, dopamine EC20 potentiation; 360,000 tested, 0.036% active; in the data active = potentiation above about 30%; also: 0% is about no effect
# D1 agonist = agonists of human D1 dopamine receptor; P21728; HEK293 T-REx D1 cells, calcium flux, agonist mode; activation, % at 2 µM; 360,000 tested, 1% active; also: 0% is about no effect
#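 Inducible HEK293 T-REx D1 cells, force-coupled to calcium signalling, were plated at 4000 cells/well with tetracycline and held overnight at 30 C. After no-wash calcium dye loading, compound-evoked calcium rise over 180 s flagged agonists.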
# D2 potentiator = D2 dopamine receptor (human) potentiation. P14416. HEK293 T-REx D2, calcium flux, EC20 dopamine potentiation. potentiation, % at 10 µM. 340,000 tested, 0.34% active;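 active = potentiation over 3 SD above the plate norm, cut at about 30% in these data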; also: 0% is about no effect
#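 Tetracycline-induced Hek293 Trex D2 cells, force-coupled to calcium, loaded with no-wash calcium dye. Compound added with 180 s kinetic read for agonism, then EC20 dopamine and a further 180 s read for potentiation.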
# RXFP1 antag = RXFP1 (human) relaxin receptor antagonism. activity change, negative = inhibition, % at 57.5 µM. 350,000 tested, 0.59% active. Q9HBX9. HEK293-RXFP1, relaxin-stimulated cAMP HTRF, 30 min; hits give low values;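 active = activity change of -60% or lower, but not beyond a set lower limit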; also: % is scaled to controls: 0 for no effect and ±100 for the full control effect
# D2 ag = agonists of human D2 dopamine receptor | HEK293 T-REx D2 cells, calcium flux agonist mode | activation, % at 2 µM | 340,000 tested, 0.53% active | AID 485358;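 active = activation over 3 SD above normal in the single-dose calcium agonist read, cut at about 30% in these data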; also: 0% is about no effect
#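 Agonism is scored from calcium flux in a force-coupled, inducible HEK293 cell line expressing D2, read kinetically for 180 s after compound addition against dopamine controls.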
# * hit, by the source's call; . = not tested or not shown. Rule as the data show it, unless noted: active = activation above about 30%; inactive = the rest.
1: CCCN(CCC)C(=O)Cn1c(=O)n(-c2cccc(C)c2)c(=O)c2c1c1cc(OC)ccc1n2C
2: CN(C)S(=O)(=O)c1cccc(NC(=O)COc2ccc3ccccc3c2)c1
3: O=c1c2oc3ccccc3c2n(Cc2ccccc2Cl)c(=O)n1Cc1ccco1
4: CCc1ccc(S(=O)(=O)c2cn(CC)c3cc(N4CCOCC4)c(F)cc3c2=O)cc1
5: Cc1noc(C)c1S(=O)(=O)N1CCCC(C(=O)NCCc2ccccc2)C1 (configuration not stated)

entry no.	1	2	3	4	5
TRHR agonist	-0.4	0.3	-1.8	-0.3	-0.6
TRHR PAM	-5.5	-1.4	4.1	4.5	7.1
D1 antagonist	-1.4	-8.6	-5.8	13.0	0.5
D2 antag	.	8.0	.	.	7.3
D1 PAM	-0.1	-1.1	-0.7	4.0	-4.0
D1 agonist	2.1	6.4	-0.7	-0.5	3.1
D2 potentiator	2.7	-13.2	6.6	0.4	-0.2
RXFP1 antag	.	5.6	-6.0	-16.9	3.6
D2 ag	-0.6	-0.1	.	0.8	-0.2

6: O=[N+]([O-])c1ccc(OCCOCCOc2ccc([N+](=O)[O-])cc2)cc1
7: COc1ccc(OC)c(CNC(=O)C2CCCN(S(=O)(=O)N3CC(C)CC(C)C3)C2)c1 (configuration not stated)
8: CCc1ccc(NC(=O)c2cc(S(=O)(=O)N3CCCCCC3)ccc2F)cc1
9: Cc1nnc(SCc2ccon2)n1-c1ccccc1
10: CCOC(=O)c1ccc(NC(=O)c2nc[nH]c2C(=O)NCCCNC(=O)c2[nH]cnc2C(=O)Nc2ccc(C(=O)OCC)cc2)cc1

entry no.	6	7	8	9	10
TRHR agonist	-1.5	0.2	0.3	0.3	0.8
TRHR PAM	3.7	-10.6	-1.7	1.5	0.9
D1 antagonist	-1.8	5.8	-9.5	-14.0	.
D2 antag	-9.3	-17.7	.	-8.3	-7.0
D1 PAM	-4.2	1.9	-0.8	-1.2	-2.2
D1 agonist	4.6	3.9	2.5	1.4	1.3
D2 potentiator	12.1	8.0	14.7	11.2	17.1
RXFP1 antag	7.4	5.6	-6.9	-9.9	.
D2 ag	-0.7	-0.9	-0.3	0.0	0.8

11: O=C(CCS(=O)(=O)c1ccccc1)Nc1ccc(-c2nc3ccccc3s2)cc1
12: O=C(CN1CCN(c2ccccn2)CC1)Nc1nc2ccccc2s1
13: CCOC(=O)CSc1nnc(-c2ccco2)n1C
14: CCOc1ccc(C(=O)Nc2ccc(NC(=O)c3cccs3)cc2)cc1[N+](=O)[O-]
15: Cc1ccc(S(=O)(=O)N(C)C)cc1NC(=S)NCCCn1ccnc1

entry no.	11	12	13	14	15
TRHR agonist	0.5	0.2	-0.1	0.0	-1.4
TRHR PAM	-2.6	2.1	-0.3	-3.0	17.1
D1 antagonist	1.8	-19.3	4.3	-10.4	-5.4
D2 antag	2.6	-7.5	25.3	-16.5	1.4
D1 PAM	1.6	1.1	0.3	-8.8	-4.3
D1 agonist	4.3	5.2	0.1	1.5	2.7
D2 potentiator	7.8	9.5	11.6	-3.0	-17.8
RXFP1 antag	-15.7	-1.8	-4.1	-22.8	3.9
D2 ag	0.2	-0.5	-0.4	3.5	0.1

16: COc1ccc(/C(N)=N/OC(=O)c2ccc(C)c([N+](=O)[O-])c2)cc1OC
17: CCCCN(C(=O)c1ccc([N+](=O)[O-])o1)c1c(N)n(CC(C)C)c(=O)[nH]c1=O
18: Cc1cc(N2CCN(c3nc(-c4ccccc4)cs3)CC2)c2ccccc2n1
19: CCOC(=O)c1ccc(N2C(=O)CC(Nc3ccc(CCO)cc3)C2=O)cc1 (configuration not stated)

entry no.	16	17	18	19
TRHR agonist	-0.3	0.6	0.2	-0.4
TRHR PAM	-4.1	-5.2	6.0	-3.5
D1 antagonist	2.9	-11.7	33.8	-2.5
D2 antag	-4.0	12.0	-8.6	9.3
D1 PAM	-1.3	-0.3	-0.7	-0.2
D1 agonist	0.7	-0.3	0.9	2.0
D2 potentiator	4.9	2.1	11.7	5.3
RXFP1 antag	-7.8	10.4	-12.2	-2.5
D2 ag	-0.7	-0.1	0.0	-1.7

# By substructure, the compounds so far containing four or more nitrogen atoms (seven)
1: CCCN(CCC)C(=O)Cn1c(=O)n(-c2cccc(C)c2)c(=O)c2c1c1cc(OC)ccc1n2C
9: Cc1nnc(SCc2ccon2)n1-c1ccccc1
10: CCOC(=O)c1ccc(NC(=O)c2nc[nH]c2C(=O)NCCCNC(=O)c2[nH]cnc2C(=O)Nc2ccc(C(=O)OCC)cc2)cc1
12: O=C(CN1CCN(c2ccccn2)CC1)Nc1nc2ccccc2s1
15: Cc1ccc(S(=O)(=O)N(C)C)cc1NC(=S)NCCCn1ccnc1
17: CCCCN(C(=O)c1ccc([N+](=O)[O-])o1)c1c(N)n(CC(C)C)c(=O)[nH]c1=O
18: Cc1cc(N2CCN(c3nc(-c4ccccc4)cs3)CC2)c2ccccc2n1

entry no.	1	9	10	12	15	17	18
TRHR agonist	-0.4	0.3	0.8	0.2	-1.4	0.6	0.2
TRHR PAM	-5.5	1.5	0.9	2.1	17.1	-5.2	6.0
D1 antagonist	-1.4	-14.0	.	-19.3	-5.4	-11.7	33.8
D2 antag	.	-8.3	-7.0	-7.5	1.4	12.0	-8.6
D1 PAM	-0.1	-1.2	-2.2	1.1	-4.3	-0.3	-0.7
D1 agonist	2.1	1.4	1.3	5.2	2.7	-0.3	0.9
D2 potentiator	2.7	11.2	17.1	9.5	-17.8	2.1	11.7
RXFP1 antag	.	-9.9	.	-1.8	3.9	10.4	-12.2
D2 ag	-0.6	0.0	0.8	-0.5	0.1	-0.1	0.0

# Screening data deposited in PubChem BioAssay by National Center for Advancing Translational Sciences (NCATS).
